# Bioassay records (PubChem)
# Pf Dd2 inh = blocks in vitro growth of P. falciparum Dd2; P. falciparum Dd2 growth, SYBR Green, 72 h; Potency, µM (titrated, usually from 28.9 µM), without a hit: at the highest dose activity, negative = inhibition, most hits filed as inhibitors; hit rate 4.3% among 120,000; AID 1347417; active = well fitted inhibition curve with a large enough effect; inconclusive = small, poorly fitted or top-dose-only effect; inactive = no such curve, though single readings can be large or run the other way;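 note: plate controls were DMSO vehicle for no effect and reference drug for full effect; nearly all actives have a fitted effect of over 65% in size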
#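 Infected erythrocytes (Dd2, 0.3% parasitemia, 2.5% hematocrit final) are added to compound in RPMI-1640/Albumax II medium, grown 72 h at 37C in low oxygen, then lysed with saponin/Triton-X containing SYBR Green and read by fluorescence.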
# An asterisk follows results filed as active; i = inactive; ? = inconclusive; [ ] = another dose, or the depositor's remark. Potency is the fitted concentration of half-maximal effect.
SMILES,Pf Dd2 inh
Cn1cc2c3c(cccc31)CN(C(=O)C1CCC1)CC2,-6%
O=C(CSc1nc(-c2ccccc2F)nc2cc(=O)[nH]n12)Nc1cccc(C(F)(F)F)c1,26%
N#Cc1cccc(NC(=O)N2CCc3c(nc(-c4ccc(F)cc4)[nH]c3=O)C2)c1,i
CC1CCN(c2ccc(CNC(=O)c3ccc4c(c3)C(O)CCCCCN4C)cc2)CC1 (stereo not drawn),-4%
CC(C)(C)NC(=O)N1CCCCCNC(=O)CC1c1ccccc1 (stereo not drawn),-17%
Cc1cccc(NC(=O)Cn2c(=O)n(CCc3ccccc3)c(=O)c3sc4ccccc4c32)c1,?
O=C(O)C[C@@H]1CCN(C(=O)Nc2ccc(OC(F)(F)F)cc2)C[C@@H]1CCN1C[C@@H]2C[C@H](C1)c1cccc(=O)n1C2,i
COCC(=O)N1CCC(Cc2nc(C3CCOCC3)no2)CC1,41%[activator]
COc1ccc2c(CNC3CCC(C)CC3)c(C(=O)O)n(Cc3ccc(F)cc3)c2c1 (stereo not drawn),?
COc1ccc(CN2CCCC3(C2)C(=NC2CCCCC2)NC(=O)N3c2cccc(OC)c2)cc1 (stereo not drawn),8.9µM*
Cc1nc(C)c(C(=O)N2CCCN(Cc3ccncc3)C(c3ccccc3)CC(=O)NCC2)s1 (stereo not drawn),?
Cc1cccnc1CC(C)NC(=O)c1csc2nc(-c3ccccc3Cl)cn12 (stereo not drawn),i
CCn1ncc(N2CCC(NC(=O)CCC3CCCCC3)CC2)cc1=O,i
CN1C(=O)c2ccccc2Sc2ccc(NC(=O)N3CCN(c4ccc(F)cc4)CC3)cc21,7.9µM*
COC(=O)c1cc(OCC2CCC2)cc(C(=O)N2[C@H]3CCNC[C@@H]2CC3)c1,i
O=C(Nc1ccc2ncnc(N3CCCCC3)c2c1)c1cncc(Br)c1,?
CC(C)Cc1cn(CC2CCCN(C(=O)c3n[nH]c4c3CCCC4)C2)nn1 (stereo not drawn),-3%
O=C(c1cccc(F)c1)N1CCC(c2nc(C3CCOCC3)no2)CC1,-2%
COc1ccc(C(=O)N2CCCCC2c2nc(CCOCC3CCOCC3)no2)cc1F (stereo not drawn),-16%
O=C1CO[C@H]2CCN(Cc3ccccn3)CC[C@@H]2N1CCc1cccnc1,18%[44.1 µM]
CCc1ccc(NS(=O)(=O)c2ccc3[nH]cc(C(=O)NCCCOC(C)C)c(=O)c3c2)cc1,-22%
COc1ccccc1-c1[nH]nc2ncc(-c3ccnc(C)c3)nc12,?
COc1ccc(CCNC(=O)c2cc3cn(C(C)C)cc3s2)cc1OC,8.9µM*
COc1ccc(CN2CC[C@H]3COC(=O)N3c3cc(F)ccc3C2)cc1,i
CN(Cc1csc(-c2ccccc2)n1)c1cc(C2CC(O)C2)nc(N)n1 (stereo not drawn),-15%

# Reformatted tab-delimited: 15 of the compounds above.
molecule	Pf Dd2 inh
Cn1cc2c3c(cccc31)CN(C(=O)C1CCC1)CC2	-6%
O=C(CSc1nc(-c2ccccc2F)nc2cc(=O)[nH]n12)Nc1cccc(C(F)(F)F)c1	26%
N#Cc1cccc(NC(=O)N2CCc3c(nc(-c4ccc(F)cc4)[nH]c3=O)C2)c1	i
CC1CCN(c2ccc(CNC(=O)c3ccc4c(c3)C(O)CCCCCN4C)cc2)CC1 (stereo not drawn)	-4%
CC(C)(C)NC(=O)N1CCCCCNC(=O)CC1c1ccccc1 (stereo not drawn)	-17%
Cc1cccc(NC(=O)Cn2c(=O)n(CCc3ccccc3)c(=O)c3sc4ccccc4c32)c1	?
O=C(O)C[C@@H]1CCN(C(=O)Nc2ccc(OC(F)(F)F)cc2)C[C@@H]1CCN1C[C@@H]2C[C@H](C1)c1cccc(=O)n1C2	i
COCC(=O)N1CCC(Cc2nc(C3CCOCC3)no2)CC1	41%[activator]
COc1ccc2c(CNC3CCC(C)CC3)c(C(=O)O)n(Cc3ccc(F)cc3)c2c1 (stereo not drawn)	?
COc1ccc(CN2CCCC3(C2)C(=NC2CCCCC2)NC(=O)N3c2cccc(OC)c2)cc1 (stereo not drawn)	8.9µM*
Cc1nc(C)c(C(=O)N2CCCN(Cc3ccncc3)C(c3ccccc3)CC(=O)NCC2)s1 (stereo not drawn)	?
Cc1cccnc1CC(C)NC(=O)c1csc2nc(-c3ccccc3Cl)cn12 (stereo not drawn)	i
CCn1ncc(N2CCC(NC(=O)CCC3CCCCC3)CC2)cc1=O	i
CN1C(=O)c2ccccc2Sc2ccc(NC(=O)N3CCN(c4ccc(F)cc4)CC3)cc21	7.9µM*
COC(=O)c1cc(OCC2CCC2)cc(C(=O)N2[C@H]3CCNC[C@@H]2CC3)c1	i

# Next part:
SMILES,Pf Dd2 inh
CN1CCOC[C@H]2CCN(C(=O)c3ccco3)C[C@H]21,49%[activator]
O=C(NCc1cc(F)ccc1F)[C@@H]1CNC[C@H]1COc1cccnc1,7%
CN(C)C(=O)c1ccc2c(c1)N(C)C(CC(=O)NC(C)(CO)CO)CO2 (stereo not drawn),3%
CCN(CC)CCCNc1oc(-c2ccc(OC)cc2)nc1C#N,i
Cc1nn2c(c1-c1ccccc1Oc1ccccc1)N(C(=O)c1ccc(F)cc1)CCC2,i
CC(C)(C)c1ccc(C(=O)N2CCC(c3n[nH]c(=O)n3Cc3ccc(F)cc3)CC2)cc1,-24%
CCOC(=O)c1ccc(NC(=O)CSc2nnc(-c3ccncc3)n2-c2ccccc2)cc1,-7%
O=C(c1ccc(F)cc1)N1CCC2(CCCCO2)CC1,-16%
O=C(c1ccc(F)cc1)c1cn(Cc2ccccc2F)c2cc3c(cc2c1=O)OCCO3,61%[activator][5.79 µM]
CCOCCCNC(=O)c1cc(Sc2cccc(Cl)c2)nc2ccccc12,16%
CC(C)C1=NOC2(CCN(Cc3ccc(C#N)cc3)C2)C1 (stereo not drawn),?
O=C(NCCN1CCCOC1=O)c1ccc2nc(C3CCCCC3)oc2c1,1%
Cc1cc(C(=O)NC[C@@H]2CC[C@H]3C[C@@H]2C3(C)C)ccc1Cl,?
COc1ccccc1-c1nc(-c2nnn3c2COC(c2ccccc2Cl)C3)no1 (stereo not drawn),-5%
Cc1nnc(N2CCC(C(=O)NCCc3ccccc3)CC2)c2nn(-c3ccccc3)c(C)c12,-16%
Cn1nccc1C(=O)NCCc1noc(-c2cccnc2)n1,37%[activator]
COc1ccc(CN2CCCC3(C2)C(=NC2CCCCC2)NC(=O)N3c2cccnc2)cc1 (stereo not drawn),?
O=C(c1ccccc1F)N1CCn2c(nn(-c3ccc([N+](=O)[O-])cc3)c2=O)C1,16%
CCOC(=O)c1c(C)[nH]c(C)c1S(=O)(=O)N(C)CC(=O)NCc1cccc(Br)c1,7%
O=C(NCC1CC1)C1CN(c2ccccc2)C(=O)N1 (stereo not drawn),2%[44.1 µM]
Cc1ccc(CNc2cc(C)nc3nc(-c4cccc(C)c4)nn23)cc1,-30%
CCOC(=O)c1cc(-c2ccc(C)cc2)n(CCC(=O)Nc2ccc(OC)c(OC)c2)c1C,?
Cc1ccc(-c2ccc3nnc(CNC(=O)Cc4cccc(F)c4)n3n2)cc1C,i
Cc1ccoc1C(=O)N1CCC(N2CCCC(C(=O)NCc3ccccc3)C2)CC1 (stereo not drawn),-6%
CC1(C)C(=O)N(CC2CCOCC2)[C@H]2CN(Cc3cccs3)C[C@@H]2[S+]1(=O)[O-],39%[activator][44.1 µM]
SMILES,Pf Dd2 inh
CCC1CN(C(=O)N2CCC(C(=O)NCCCc3ccccc3)CC2)c2cc(C)ccc2O1 (stereo not drawn),i
CN1c2cc(C(=O)NCc3ccccc3Br)ccc2C(=O)N2CCCCC21 (stereo not drawn),7.1µM*
c1ccc(Nc2cc3c(cn2)NCCN(Cc2ccccn2)C3)cc1,-10%[44.1 µM]
CNC(=O)N1CCCC(n2c(C)cnc2-c2ccncc2)C1 (stereo not drawn),27%
CCCCNS(=O)(=O)c1ccc2nc(-c3cccnc3)cc(C(=O)NCCCOCC)c2c1,14%
Cc1ccc(-c2nc(CCNC(=O)C(=O)Nc3ccc(C)c(Cl)c3)cs2)cc1,11%
CC(=O)Nc1ccc(S(=O)(=O)N2CCC(c3nnc(-c4ccc(C)cc4)o3)CC2)cc1,?
COc1ccc(C(=O)N[C@H]2C[C@@H](Cc3cc(-c4ccccc4)on3)C2(C)C)cc1,4.5µM*
CCN(CC)S(=O)(=O)c1ccc2c(c1)N(CC(=O)Nc1ccc(F)cc1)C(=O)CO2,19%
C[C@@]1(O)CCN(C(=O)c2cccc(F)c2)C[C@H]1N1CCCC1,3%[5.79 µM]
CCN(CC)c1nn2c(=O)c(C(=O)NCCc3cccc(C)c3)cnc2s1,14%
Cc1ccc2nc(N(Cc3cccnc3)C(=O)c3ccc4c(c3)OCCO4)sc2c1,i
CCCCN(CCC(=O)NCc1ccco1)C(=O)c1cc(C)oc1C,-8%
COc1ccccc1N1CCN(C(=O)CN2C(=O)COc3ccc(S(=O)(=O)N4CCCC4)cc32)CC1,-22%
COC(=O)[C@H](NC(=O)C1=C[C@@H](NS(=O)(=O)c2cccc(C(F)(F)F)c2)[C@@H](O)[C@H](O)C1)C(C)C,-16%
O=C1c2ccccc2CN1C1CCN(CC2CC2)CC1,4%[44.1 µM]
CN(C)CC1(O)CCC2(CCN(C(=O)c3cccn3C)CC2)CC1,-65%
CCC1CCc2nc3sc(C(=O)Nc4ccc(C)cc4)c(N)c3cc2C1 (stereo not drawn),-30%
O=C(C[C@@H]1CCNC[C@@H]1Cc1cc(-c2ccc(F)cc2)on1)Nc1nccs1,?
CCOC(=O)C1CCCN(C(=O)C2CC(c3ccc(F)c(C)c3)CN(C(=O)NC(C)C)C2)C1 (stereo not drawn),i
Cc1ccc2cccc(NC(=O)c3cccc4ccccc34)c2n1,7%
Cc1cccc(OCC(=O)Nc2cccc(OCc3cc(=O)n4cccc(C)c4n3)c2)c1,?
Cc1cc(C)cc(N2C(=O)CS(=O)(=O)C23C(=O)N(Cc2ccccc2)c2ccccc23)c1 (stereo not drawn),?
O=C1OC2(CCN(C(=O)c3ccco3)CC2)CN1CCOc1ccccc1,7%
CCCNS(=O)(=O)c1cc(-c2nn3c(C)nnc3c3ccccc23)ccc1C,-13%
SMILES,Pf Dd2 inh
Cc1ccc(-n2nc(C(=O)N3CCN(c4ccccc4F)CC3)c3c4ccccc4n(C)c3c2=O)cc1,29%
NC(=O)C1CCN([C@H]2[C@@H]3OC[C@@H](O3)[C@@H](NCc3ccccc3)[C@@H]2O)CC1,2%[44.1 µM]
Cc1cccc(CNc2ncncc2-c2nc(-c3ccccc3)no2)c1,-23%
Cc1cnc(CCNC(=O)c2n[nH]c(=O)c3ccccc23)n1C1CCC1,-9%
O=C(NCC1Cn2cccc2CN1Cc1ccccc1)c1n[nH]c2ccccc12 (stereo not drawn),13µM*
N#Cc1cccc(C(=O)N2CCCCCNC(=O)[C@@H]3CCC[C@@H]32)c1,8%
CS(=O)(=O)N1CCC2(CC1)CN(C(=O)c1ccc(N)nc1)Cc1ccccc1O2,-1%
O=C(COc1ccc(-c2nnc3n2CCCC3)cc1)Nc1cccc(Br)c1,?
COc1ccccc1C(=O)N1CCC(CCOc2ccncc2)C1 (stereo not drawn),8%
COc1ccc(CC(=O)N[C@H]2CCOC[C@H]2C2CCOCC2)c(OC)c1,-1%
CN1C(=O)CCC2(CNC(=O)C3CC3)CCCC=C12 (stereo not drawn),5%
Cc1ccc(CN[C@@H]2CO[C@H](CNC(=O)NC(C)C)[C@H]2O)cc1,-13%[44.1 µM]
CN1C(=O)c2ccccc2Sc2ccc(NC(=O)COc3ccccc3)cc21,i
O=C1CCC(CCC(=O)N2CCC(c3ccc(F)cc3)C2)(Cc2ccc3ccccc3c2)N1 (stereo not drawn),-20%
CN(C)[C@@H]1CO[C@H](CNC(=O)c2ccncc2)[C@H]1O,8%[44.1 µM]
Cc1ccc(NC(=O)Cn2c(-c3ccc(F)cc3)nc(C)cc2=O)c(C)c1,-5%
CN(C)c1ccc(-c2noc(-c3nc(-c4ccc5c(c4)OCO5)no3)n2)cc1,-12%
O=C1c2cnc(-c3ccc(O)c(F)c3)nc2OCCN1Cc1ccccc1,-7%[44.1 µM]
CCN1CCN(C2(C(=O)NCCc3ccccc3)Cc3ccccc3C2)CC1,5µM*
O=C([C@@H]1C[C@H](F)CN1C(=O)c1ccsc1)N1CCCCC1,4%
CCn1ncc(N2CCCC(CC(=O)NC3CCN(Cc4ccccc4)CC3)C2)cc1=O (stereo not drawn),-13%
O=C(Cn1ccn2nc(-c3ccccc3)c(CO)c2c1=O)Nc1cccc(Br)c1,i
O=C(CN1CC2CC(C1)[C@H]1CCCC(=O)N1C2)NCc1cccc(F)c1 (stereo partly drawn),-7%
CC(=O)Nc1ccc(-c2ccc(=O)n3c2[C@@H]2C[C@@H](CN(C(=O)Nc4cccc(C#N)c4)C2)C3)cc1,-24%
Cc1nc(C2CC(NC(=O)c3ccc(C)c(N4CCNC4=O)c3)C2)cc(=O)[nH]1 (stereo not drawn),-13%
SMILES,Pf Dd2 inh
O=C(Nc1ccc(C(=O)N2CCN(c3ccccc3)CC2)cc1)c1nsc2ccccc12,-25%
COc1ccc(-c2cc3c(ccn3C)c(C(=O)NCc3cccnc3)n2)cc1OC,?
COc1ccc(-c2nnc3c4ccccc4c(-c4ccccc4)nn23)cc1,37%[activator]
Cc1nc2ncnn2c(C)c1CCC(=O)N1CCN(c2ccc(F)cc2)CC1,5%
CCc1ccc(C(=O)N2CCC3(CC2)OCC(C(=O)NC2CC2)N3C(=O)c2cccc(C)c2)cc1 (stereo not drawn),i
c1ccc([C@@H]2CNC[C@H]2COCC2CC2)nc1,?
CNC(=O)N1CCC(C2CCN(Cc3ccccc3C#N)C2)CC1 (stereo not drawn),?
Cc1ccc(S(=O)(=O)C(CNC(=O)C(=O)NCc2ccc(Cl)cc2)c2ccco2)cc1 (stereo not drawn),19%
COc1ccc(OCC(=O)N2CCN(C(=O)c3cccc(OC)c3)CC2)cc1,21%
C[C@H]1[C@@H]2[C@@H](O)C([C@H](C)C(=O)NCc3cccnc3)CC[C@@]2(C)CC[C@@H]1NC(=O)c1cccc(F)c1 (stereo partly drawn),?

# Not all compounds are listed, so the mix of outcomes need not match the whole.
